Screening results as filed in PubChem BioAssay.
AHR act – activates the human aryl hydrocarbon receptor. P35869. AHR-responsive luciferase reporter cells, luminescence. activation, % at 5 µM. hit rate 2.5% among 320,000; in the data active means activation above about 47%;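 further: 0% = vehicle wells and 100% = reference agonist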
Target sequence (P35869 whole entry, looked up): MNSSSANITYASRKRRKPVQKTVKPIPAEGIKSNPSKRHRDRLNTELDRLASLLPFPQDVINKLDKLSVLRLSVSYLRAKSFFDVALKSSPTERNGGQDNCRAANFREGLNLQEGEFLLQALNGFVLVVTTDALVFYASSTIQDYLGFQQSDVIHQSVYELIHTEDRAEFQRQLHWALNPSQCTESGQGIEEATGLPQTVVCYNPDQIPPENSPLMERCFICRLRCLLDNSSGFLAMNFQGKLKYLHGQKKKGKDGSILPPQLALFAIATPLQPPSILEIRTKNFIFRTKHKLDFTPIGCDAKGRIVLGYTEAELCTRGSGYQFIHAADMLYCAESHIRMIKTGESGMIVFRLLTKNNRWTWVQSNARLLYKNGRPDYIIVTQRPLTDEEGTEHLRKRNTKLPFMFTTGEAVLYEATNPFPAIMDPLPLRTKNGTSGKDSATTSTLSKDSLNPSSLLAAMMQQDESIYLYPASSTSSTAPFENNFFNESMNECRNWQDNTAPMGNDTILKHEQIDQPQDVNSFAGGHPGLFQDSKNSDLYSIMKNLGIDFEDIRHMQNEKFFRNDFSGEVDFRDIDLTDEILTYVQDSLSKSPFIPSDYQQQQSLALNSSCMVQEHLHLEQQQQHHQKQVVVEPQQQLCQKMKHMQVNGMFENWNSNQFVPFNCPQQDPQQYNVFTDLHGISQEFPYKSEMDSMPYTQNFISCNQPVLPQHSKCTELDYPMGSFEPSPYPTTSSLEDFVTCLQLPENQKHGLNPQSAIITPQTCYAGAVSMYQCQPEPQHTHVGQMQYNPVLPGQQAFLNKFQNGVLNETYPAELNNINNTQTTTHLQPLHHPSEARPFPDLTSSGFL
Efflux pump inh – blocks antifungal efflux pumps in multiplex yeast assay | hit rate 0.44% among 330,000 | S. cerevisiae Candida pump triplex, Nile Red efflux | inhibition, % at 10 µM;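 active means plate passing quality check with inhibition over a set limit, or well fluorescence over plate mean plus 4 SD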;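 further: Nile Red retained in pooled yeast measured as flow cytometry median fluorescence; 0% = buffer negative control and 100% = Enniatin B positive control; higher means more Nile Red kept so more efflux inhibition; some compounds called inactive have numbers as strong as hits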
CR mimetic SO – caloric restriction mimetics inhibiting age-related superoxide in yeast. hit rate 0.18% among 330,000. S. cerevisiae aged cells, superoxide DHE fluorescence; active compounds read low. superoxide response (% of plate mean), % at 10 µM;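 active means superoxide response under a set limit, about three screen SD below normal, cut at about 65% in these data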;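 further: yeast aged for seven days with compound at 30 °C before DHE staining; 100% = average MFI of all compound-treated wells on the plate with controls excluded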
* marks the source's active call; other numbers are inactive results. These rows are one share of the data. The share of hits here may be higher or lower than overall.

SMILES	AHR act	Efflux pump inh	CR mimetic SO
O=C(NCc1ccc2c(c1)OCO2)c1cc([N+](=O)[O-])ccc1N1CCCCC1	0	-0.1	104
C/C(=N\Nc1ccc([N+](=O)[O-])cc1[N+](=O)[O-])c1ccc(-n2nncc2C(C)(C)C)cc1	120*	-0.2	91
COc1ccc(NC(=O)N(C)C[C@H]2Oc3c(NC(=O)C4CC4)cccc3C(=O)N([C@H](C)CO)C[C@@H]2C)cc1	0	0.0	87
C[C@@H]1CN([C@@H](C)CO)C(=O)Cc2cc(NS(=O)(=O)c3cn(C)cn3)ccc2O[C@@H]1CN(C)C(=O)Nc1ccccc1	-1	-0.1	87
C[C@H](CO)N1C[C@H](C)[C@@H](CN(C)C(=O)Nc2ccc(C(F)(F)F)cc2)Oc2ccc(NC(=O)Cn3cnnn3)cc2C1=O	-1	-0.3	104
Cc1ccc(S(=O)(=O)Nc2ccc3c(c2)C(=O)N([C@H](C)CO)C[C@H](C)[C@@H](CN(C)Cc2ccccc2)O3)cc1	-2	-0.1	98
CCOC(=O)N=Nc1c(O)n(CC)c2ccccc12	21	-0.1	97
CCC(=O)NC(=S)Nc1ccc(NC(=O)COc2ccccc2)cc1	2	0.0	95
Cc1cc(C)n(C(=O)c2ccc([N+](=O)[O-])cc2[N+](=O)[O-])n1	-1	0.0	95
CC(=O)c1ccc(N(C(=O)CS(=O)CC(=O)Nc2ccc(F)cc2)C(C(=O)NC2CCCCC2)c2cccs2)cc1 (stereo not given)	1	0.2	102
COc1ccc(S(=O)(=O)N(C)C[C@H]2Oc3c(NC(=O)Cc4ccccc4)cccc3C(=O)N([C@H](C)CO)C[C@@H]2C)cc1	-1	0.3	95
COc1ccc(/C(N)=N/OC(=O)CCCc2ccccc2)cc1	4	0.1	105
COc1cc(-c2nnc(CSc3nnc(N)s3)o2)cc(OC)c1OC	11	0.0	109
COc1ccccc1-c1oc2ccccc2c1-c1ccccc1OC	5	-0.1	127
COc1ccc(S(=O)(=O)N(C)C[C@H]2Oc3ccc(NC(=O)Cc4cn(C)c5ccccc45)cc3C(=O)N([C@@H](C)CO)C[C@@H]2C)cc1	13	0.3	105
CCOc1cccc(OCCOc2ccc(C(=O)c3ccccc3)cc2)c1	3	-0.1	103
O=[N+]([O-])c1ccccc1-c1nc(-c2ccc(Br)o2)no1	112*	0.2	106
CCOc1ccc(NC(=O)C2(c3ccc(OC)c(OC)c3)CCCC2)cc1	6	-0.1	98
Cc1ccccc1C1=NC(C(F)(F)F)(C(F)(F)F)c2c(n(C)c(=O)n(C)c2=O)N1	0	0.0	94

Reformatted: four of the compounds above
> C[C@H](CO)N1C[C@H](C)[C@@H](CN(C)C(=O)Nc2ccc(C(F)(F)F)cc2)Oc2ccc(NC(=O)Cn3cnnn3)cc2C1=O
  AHR act = -1	Efflux pump inh = -0.3	CR mimetic SO = 104
> Cc1ccc(S(=O)(=O)Nc2ccc3c(c2)C(=O)N([C@H](C)CO)C[C@H](C)[C@@H](CN(C)Cc2ccccc2)O3)cc1
  AHR act = -2	Efflux pump inh = -0.1	CR mimetic SO = 98
> Cc1ccccc1C1=NC(C(F)(F)F)(C(F)(F)F)c2c(n(C)c(=O)n(C)c2=O)N1
  AHR act = 0	Efflux pump inh = 0.0	CR mimetic SO = 94
> CCOc1cccc(OCCOc2ccc(C(=O)c3ccccc3)cc2)c1
  AHR act = 3	Efflux pump inh = -0.1	CR mimetic SO = 103

Three of the entries above in order of the AHR act value, high to low.
SMILES	AHR act
COc1ccc(S(=O)(=O)N(C)C[C@H]2Oc3ccc(NC(=O)Cc4cn(C)c5ccccc45)cc3C(=O)N([C@@H](C)CO)C[C@@H]2C)cc1	13
COc1ccc(NC(=O)N(C)C[C@H]2Oc3c(NC(=O)C4CC4)cccc3C(=O)N([C@H](C)CO)C[C@@H]2C)cc1	0
COc1ccc(S(=O)(=O)N(C)C[C@H]2Oc3c(NC(=O)Cc4ccccc4)cccc3C(=O)N([C@H](C)CO)C[C@@H]2C)cc1	-1

Of the compounds above, 2 contain a furan ring, fused or not:
SMILES	AHR act	Efflux pump inh	CR mimetic SO
COc1ccccc1-c1oc2ccccc2c1-c1ccccc1OC	5	-0.1	127
O=[N+]([O-])c1ccccc1-c1nc(-c2ccc(Br)o2)no1	112*	0.2	106
